Screening data deposited in PubChem BioAssay by The Scripps Research Institute Molecular Screening Center.
TTR transcr act = TTR transcription activators in neuroblastoma reporter cells, primary screen, cell-based, luminescence, SH-SY5Y, TTR promoter Gaussia luciferase | 92,000 compounds, 1.3% hits | activation, % at 16.7 µM | 100% = recombinant luciferase protein wells;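 active = activation above the mean of all tested compounds plus 3 SD, cut at about 9.5% in these data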;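 note: cells exposed to compounds for one day before reading; 0% = median of all test compound wells on the plate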
Starred values were filed as active, the others as inactive. Only part of the results is shown; count on the stated rates, not on these rows.

TTR transcr act	structure
2.9	O=C(O)CCCN1C(=O)C2C3CCC(O3)C2C1=O (configuration not stated)
2.8	CCOC(=O)C1(C)NC(c2ccc(OC)c(OC)c2)C2C(=O)N(c3cccc(C(C)=O)c3)C(=O)C21 (configuration not stated)
-1.1	O=C(/C=C\c1ccc2c(c1)OCO2)Nc1c2c(nn1-c1ccc(Cl)cc1)CSC2
0.8	O=C(Nc1ccc(Br)c2cccnc12)c1ccc(Cn2cc([N+](=O)[O-])cn2)o1
0.4	COc1ccc(/C=C/C=C2\N=C(SC)SC2=O)cc1
-1.2	C/C(Nc1ccc(C)cc1)=C(/C#N)C(N)=O
-0.6	CCCc1cc2c(cc1NS(=O)(=O)c1ccc(CCNC(C)=O)cc1)OCO2
0.1	C=CCNC(=S)NNC(=O)CC12CC3CC(CC(C3)C1)C2
0.4	O=C(NCCCN1CCOCC1)c1cccc(S(=O)(=O)N2CCN(c3ccccc3)CC2)c1
-1.5	CCC(C)c1ccc(NC(=S)Nc2ccc(OC)cc2)cc1 (configuration not stated)
-0.3	C[C@H](CO)N1C[C@H](C)[C@@H](CN(C)Cc2ccncc2)OCCCC[C@H](C)Oc2ccc(NC(=O)CCCN(C)C)cc2C1=O
-1.6	CCOC(=O)c1c(NC(=O)CSc2nnc(C)s2)sc2c1CCCCC2

Grouped by structure, the entries above with nitrogen in an aromatic ring.
TTR transcr act	structure
-1.1	O=C(/C=C\c1ccc2c(c1)OCO2)Nc1c2c(nn1-c1ccc(Cl)cc1)CSC2
0.8	O=C(Nc1ccc(Br)c2cccnc12)c1ccc(Cn2cc([N+](=O)[O-])cn2)o1
-0.3	C[C@H](CO)N1C[C@H](C)[C@@H](CN(C)Cc2ccncc2)OCCCC[C@H](C)Oc2ccc(NC(=O)CCCN(C)C)cc2C1=O
-1.6	CCOC(=O)c1c(NC(=O)CSc2nnc(C)s2)sc2c1CCCCC2

The results go on.
TTR transcr act	structure
0.6	Cc1nc(NC(=O)c2ccc(Br)o2)ccc1Br
-2.2	CC(C)(C)OC(=O)N1Cc2ccccc2C[C@H]1C(=O)O
-2.7	COc1cccc(C(=O)Nc2c3c(nn2-c2ccccc2C)CS(=O)C3)c1OC (configuration not stated)
3.9	COc1ccc(C(C)(C)NC(=O)C2CCC(=O)N(C3CC3)C2)cc1OC (configuration not stated)
1.6	Nc1nc(SCC(=O)N2CCCCC2)[nH]c(=O)c1NC(=O)c1cccs1
-1.6	Cc1c(C(=O)N2CCN(C)CC2)oc2ccc(Br)cc12
2.1	CCOc1ccccc1NC(=O)c1cc(SC)ccc1Cl
-1.5	CCCCc1ccc(NC(=S)NCCN2CCOCC2)cc1
4.8	C/C(N)=C(/C#N)C(=O)COC(=O)c1cc(-c2ccc(Br)cc2)nc2ccccc12
0.0	CC1CCN(c2ccc(S(=O)(=O)Nc3cc(C(=O)O)cc(C(=O)O)c3)cc2[N+](=O)[O-])CC1
1.3	COC(=O)[C@@H]1C[C@@]2(O)[C@H](O)[C@H](O)[C@H](O)C[C@H]2N1CC1CC1
2.3	CCOc1cc(C(=O)OCC(=O)c2c(N)n(C)c(=O)n(C)c2=O)cc(OCC)c1OCC
3.1	Cc1ccc(O)c(C=Nc2ccc3[nH]ncc3c2)c1
-0.6	Cc1ccc2c(CN3CCN(c4ccccc4F)CC3)cc(=O)oc2c1
0.3	Cc1ccc(-c2noc(CCC(N)=O)n2)cc1
1.4	O=[N+]([O-])c1ccc(NN=C2CCCCC2)c([N+](=O)[O-])c1
0.4	O=C(OCc1ccccc1)N1CCC2CC1c1cc(N3CCOCC3)ccc12 (configuration not stated)
2.5	COC(=O)c1ccc(CN2CCN(C3CCCC3)C(CCO)C2)cc1 (configuration not stated)
-1.7	CCN(CC)c1ccc(Nc2cc3n(c(=O)n2)CCc2cc(OC)c(OC)cc2-3)cc1
3.8	COc1ccc2sc(-c3ccc(S(C)(=O)=O)cc3)c(C(=O)NCCc3c[nH]c4ccccc34)c2c1
0.4	Cc1ccc(C(=O)OCC(=O)N(Cc2ccccc2)C(C)C)cc1C
-1.4	CCOc1ccc(CN(C)C(C)C(=O)NCCc2ccc(F)cc2)cc1 (configuration not stated)
2.4	CC(C)(C)c1ccc(C(=O)CSc2nc3ccccc3c(=O)[nH]2)cc1
-1.3	Cc1ccc(S(=O)(=O)Nc2ccc(OCC(=O)N3CCOCC3)cc2)c(C)c1NS(C)(=O)=O
-0.5	O=C(Nc1ccc(N2CCOCC2)cc1)C1CC(=O)N(c2ccccc2)C1 (configuration not stated)
-2.5	COc1ccc(CCNC(=O)CN2C(=O)c3cccc4cccc(c34)C2=O)cc1OC
-1.3	CN(Cc1ccccc1)C(=O)OCc1cn(Cc2ccc(F)cc2)nn1
-0.3	O=C(N/N=C/c1ccc(F)cc1)c1ccc(-n2cnnn2)cc1
0.1	COc1cc(/C=N/NC(=O)C2CCN(CC(O)COCc3ccccc3)CC2)ccc1O (configuration not stated)
1.3	COc1ccc(CN2C[C@H]3CON(C)[C@H]3C[C@H]2c2ccc(-c3ccccc3)cc2)cc1
1.0	COc1cc(O)c(C(CC(=O)N2CCOCC2)c2ccc3c(c2)OCO3)c(OC)c1 (configuration not stated)
0.0	Cc1cc(Cl)cc(C)c1OCCCCCn1ccnc1
0.1	Cc1onc(-c2ccccc2Cl)c1C(=O)O/N=C(\N)c1ccc([N+](=O)[O-])o1
-0.4	COc1cccc(-c2noc(Cn3nc(C(=O)O)c4ccccc4c3=O)n2)c1
-0.6	Nc1cc(Cl)ccc1Oc1ccccc1
0.7	COc1ccc(C(CNC(=O)c2cccc(S(=O)(=O)Nc3ccccc3Cl)c2)N2CCOCC2)cc1 (configuration not stated)

Four compounds picked at random from the list so far:
TTR transcr act	structure
-2.5	COc1ccc(CCNC(=O)CN2C(=O)c3cccc4cccc(c34)C2=O)cc1OC
1.0	COc1cc(O)c(C(CC(=O)N2CCOCC2)c2ccc3c(c2)OCO3)c(OC)c1 (configuration not stated)
-0.5	O=C(Nc1ccc(N2CCOCC2)cc1)C1CC(=O)N(c2ccccc2)C1 (configuration not stated)
-0.4	COc1cccc(-c2noc(Cn3nc(C(=O)O)c4ccccc4c3=O)n2)c1

Going on with the list.
TTR transcr act	structure
-3.6	Cc1cccc(-c2ccc3ncnc(NCc4cccs4)c3c2)c1
-0.7	Cc1ccccc1-c1n[nH]c(=S)n1Cc1ccccc1
6.2	CC(=O)Nc1ccc(S(=O)(=O)NCc2ccc(C(=O)N3CCOCC3)cc2)cc1
-1.1	CCN1CCN(CC(=O)Nc2cc(C(F)(F)F)ccc2OCCOC)CC1
0.6	Cc1cccc(NC(=O)c2cccc(OC(=S)N3CCOCC3)c2)c1
-2.0	COc1cccc(-c2cc(C(=O)Nc3cccnc3)c3ccccc3n2)c1
0.0	CC1=CC(c2ccccc2)n2nc(N3C(=O)C4CC=CCC4C3=O)nc2N1 (configuration not stated)
-2.8	CCc1ccc(CCC(=O)N2CCN(S(=O)(=O)c3ccc(Br)cc3)CC2)cc1
1.9	COc1ccc(C(CNC(=O)CCNS(=O)(=O)c2ccccc2C(F)(F)F)N2CCOCC2)cc1 (configuration not stated)
1.4	CC1CCN(C(=O)c2ccccc2NC(=O)c2cccc(S(=O)(=O)N(C)C)c2)CC1
-2.0	CCC(=O)c1ccc(OCC(O)Cn2nc(C)c(C(C)=O)c2C)cc1 (configuration not stated)
-1.3	COCCCNC(=O)C[C@H]1C[C@H](C(=O)N2CCCCC2)[C@@]2(C)c3[nH]c4cc(-c5ccco5)ccc4c3CCN2C1=O
0.1	O=C(Nc1nnc(C2CC2)s1)c1ccco1
2.9	CN(C)C(=S)Nc1ccc2c(c1)OCCO2
1.4	CC(C)Oc1ccc(NC(N)=O)cc1
1.4	O=C(CSc1nc(-c2ccco2)cc(C(F)(F)F)n1)NCCCn1ccnc1
-2.1	CC(=O)c1cc(-c2ccccc2)n(CC(=O)N2CCC(N3CCCCC3)CC2)c1C
-2.9	COC(=O)[C@]12C[C@H](CC(=O)NCc3ccccc3)C(=O)N(Cc3ccc(Cl)cc3Cl)C1=C[C@H](C(C)C)O[C@@H]2C1CC1
-2.4	COc1ccc(C(=O)Nc2ccc3nc(N4CCCCC4)cc(C)c3c2)cc1OC
-0.6	O=C(CS(=O)(=O)c1ccc(C(F)(F)F)cn1)NNC(=O)c1ccccc1
-0.7	O=C(Nc1nc(-c2ccccc2)cs1)c1ccc(S(=O)(=O)N2CCc3ccccc32)cc1
-0.4	Cc1ccccc1C(=O)N1CCC(C(=O)NN2C(=O)NC3(CCC(C)CC3)C2=O)CC1 (configuration not stated)
5.6	Cc1cc(C)c(NC(=O)CNC(=O)COC(=O)Cc2ccccc2C)c(C)c1
2.6	COc1cc2ccccc2cc1C(=O)N1CCN(c2ccccc2O)CC1

Continued, overlapping the part above by six compounds.
TTR transcr act	structure
-2.4	COc1ccc(C(=O)Nc2ccc3nc(N4CCCCC4)cc(C)c3c2)cc1OC
-0.6	O=C(CS(=O)(=O)c1ccc(C(F)(F)F)cn1)NNC(=O)c1ccccc1
-0.7	O=C(Nc1nc(-c2ccccc2)cs1)c1ccc(S(=O)(=O)N2CCc3ccccc32)cc1
-0.4	Cc1ccccc1C(=O)N1CCC(C(=O)NN2C(=O)NC3(CCC(C)CC3)C2=O)CC1 (configuration not stated)
5.6	Cc1cc(C)c(NC(=O)CNC(=O)COC(=O)Cc2ccccc2C)c(C)c1
2.6	COc1cc2ccccc2cc1C(=O)N1CCN(c2ccccc2O)CC1
-0.3	CCOCCCNC(=S)N1CCCN(c2nc3c(C)c(C)ccc3cc2C#N)CC1
-0.9	COc1ccc(N/C=C/C(=O)C(C)(C)C)cc1
1.1	Cc1ccc(C(=O)NCC(c2ccc(F)cc2)N2CCOCC2)cc1S(=O)(=O)N1CCOCC1 (configuration not stated)
8.9	Cc1ccc(C)c(N(C(=O)CS(=O)CC(=O)Nc2ccc3c(c2)OCO3)C(C)C(=O)NC2CCCC2)c1 (configuration not stated)
-0.9	Nc1nccc(SCc2ccccc2)n1
0.9	O=C(Nc1ccnn1C1CCN(Cc2ccccc2OC(F)F)CC1)c1cccc(F)c1
4.8	COc1ccc(CNC(=O)Cn2c(=O)oc3ccccc32)cc1OC
-3.1	O=C(Nc1cccc(S(=O)(=O)N2CCCC2)c1)c1ccc(Cl)nc1
-1.3	CCOC(=O)c1ccc(NC(=O)CN2C(=O)C(CC)SC(CC)C2=O)cc1 (configuration not stated)
-0.8	O=C(O)c1ccccc1C(=O)NCCc1ccc(Cl)cc1
1.0	COc1cc([N+](=O)[O-])ccc1NC(=O)C[n+]1ccccc1
2.8	COc1cccc(C(=O)NCCS(=O)(=O)N2CCc3ccccc3C2)c1
0.8	COCCNC(=O)CSCc1nc(-c2ccc(SC)cc2)oc1C
-0.8	CCOC(=O)N1CCC(Nc2c(-c3ccccc3)c(=O)c2=O)CC1
0.8	COc1ccc2c(c1)C(=O)C(=O)N2CC1COc2ccccc2O1 (configuration not stated)
0.5	O=C(COc1ccccc1)Nc1nnc(-c2ccc3c(c2)CCCC3)o1
-0.3	C/C(=N\Nc1ccccn1)c1ccc(OC(F)F)cc1
0.3	COc1ccc(NC(=O)CO/N=C/C(=O)Nc2ccccc2C)c([N+](=O)[O-])c1
-3.0	COc1ccc(NC(=O)/C=C/c2c(Cl)nc3ccccn23)cc1
-5.3	COc1ccc(CNC(=O)c2c(C)oc3c2C(=O)c2ccccc2C3=O)cc1
2.1	COc1ccc(CCC(=O)N/N=C/c2ccc3c(c2)OCO3)cc1
8.0	CC(C)(C)[C@H]1C=C(C(N)=O)O[C@@H](OCCCCO)C1
0.3	CCOC(=O)c1c(CN2CCN(CCO)CC2)n(-c2ccccc2)c2cc(Br)c(O)cc12
1.8	CN1C(=O)/C(=C/c2cccc(Cl)c2)Sc2ccc(C(=O)N3CCOCC3)cc21
2.8	CC(=O)c1nn(-c2ccc(Cl)cc2)cc1C(=O)c1ccc(C)cc1
1.6	CCCCn1c(N)c(N(CC)C(=O)c2ccccc2C(F)(F)F)c(=O)[nH]c1=O
0.6	CCc1nnc(NC(=O)CCC(=O)N2CCN(c3cc(C)ccc3C)CC2)s1
-1.5	Cc1ccc(NC(=O)C2C3/C=C\CCCCC32)cc1C (configuration not stated)
-0.9	O=C(O)c1cccc(C(=O)c2cccc3ccccc23)c1
-0.5	O=C(Nc1ccccc1C(=O)OC1CCOC1=O)c1ccco1 (configuration not stated)
-1.5	CN(C)S(=O)(=O)c1ccc(N2CCCC2)c(C(=O)Nc2nc(-c3ccc(F)cc3)cs2)c1
-0.6	C/C(=N\O)C1(C)N(O)C(C)(C)C(c2ccc(F)cc2)=[N+]1[O-] (configuration not stated)
-0.7	CCc1ccc(NC(=O)C(C)OC(=O)c2cccc(S(=O)(=O)N3CCc4ccccc4C3)c2)cc1 (configuration not stated)
-1.2	Cc1cc(C(=O)Nc2nc(C)c(C(=O)N(C)C)s2)ccc1[N+](=O)[O-]
-2.0	OC(COc1ccc(Cl)cc1)CSc1ccccn1 (configuration not stated)
-1.9	CCc1nc2ccc(C(=O)NCCc3c[nH]c4ccccc34)cn2c1N(C)Cc1ccc(N(C)C)cc1
0.1	Cc1c(Cl)cccc1NC(=O)Nc1cc(C(C)(C)C)nn1C
0.6	Cc1ccc(NC(=O)CSc2nnc(Cc3ccccc3)o2)c(C)c1
-0.6	CSc1ccc(Cl)c(C(=O)NCCOc2cc(C)ccc2C(C)C)c1
0.4	O=C(CCCn1c(=O)[nH]c2ccsc2c1=O)NC1CCCCC1
-0.8	CC12CN3CC(C)(CN(C1)C3c1ccccc1F)C2 (configuration not stated)
0.1	CC(C)CN(C(=O)CCCSc1nc2ccccc2[nH]1)c1c(N)n(Cc2ccccc2)c(=O)[nH]c1=O
-1.0	Cc1ccc(S(=O)(=O)N2CCN(C(=O)CN3CCc4ccccc4C3)CC2)cc1
2.0	O=C(Cc1cccs1)Nc1nnc(SCc2ccc(C(F)(F)F)cc2)s1
-2.5	CC(=O)C1=C(c2ccccc2)NC(=O)NC1c1ccccc1 (configuration not stated)
0.2	O=C(O)c1ccc(COc2ccc3ccccc3c2)o1
-1.6	N=C1S/C(=C\c2ccccc2F)C(=O)N1c1ccc(F)cc1
-0.2	Cc1ccccc1Cc1n[nH]c(=S)n1N
-0.6	COC(=O)c1cc(N=C(N)N=C(N)N)cc(C(=O)OC)c1
-0.8	CCN(Cc1ccccc1)c1ccc(/C=N/NS(=O)(=O)c2ccc(C)c([N+](=O)[O-])c2)cc1
3.1	CN(C)NC(=O)c1cccc(Cl)c1
3.0	O=C(Nc1ccncc1)c1ccc(Cl)c(Cl)c1
